Rin1-Abl PPI inh – human Rin1-Abl interaction inhibition. inhibition, % at 7.35 µM. P00519+Q13671. TR-FRET Rin1/Abl binding, biochemical. 360,000 compounds, 0.4% hits; in the data active = inhibition above about 5%, passing the limit was not always enough
FAS TE block – blocks the thioesterase domain of human fatty acid synthase; inhibition, % at 15 µM; 360,000 compounds, 0.67% hits; recombinant FAS-TE, OMFH fluorogenic substrate, fluorescence endpoint; AID 602261;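 active = compounds whose normalised, plate-corrected inhibition of enzyme fluorescence in the single-dose primary screen is 50% or more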;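 also: 0% = DMSO with enzyme and 100% = substrate without enzyme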
SKN-1 inh – C. elegans SKN-1 inhibition. C. elegans VP596 Pgst-4::GFP/RFP ratio, acrylamide-induced, 24 h. inhibition, % at 21.8 µM. 360,000 compounds, 0.49% hits;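 active = interference check ratio from 0.5 to 1.5 plus GFP to RFP signal ratio inhibition reaching or exceeding a fixed threshold, cut at about 30% in these data, passing the limit was not always enough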; also: some compounds called inactive have numbers as strong as hits
PABP1 MLLE inh – blocks PAM2 peptide binding to the PABP1 MLLE domain; 360,000 compounds, 0.36% hits; inhibition, % at 20 µM; GST-MLLE / FITC-PAM2 fluorescence polarization; P11940; in the data active = inhibition above about 35%, passing the limit was not always enough;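 also: plate controls were DMSO wells with GST-MLLE for no effect and wells lacking GST-MLLE protein for full effect; some results filed as inactive read as strong as hits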
bovine MsrA act – activates bovine MsrA enzyme | purified bovine MsrA, absorbance read-out | activation, % at 10.6 µM | 360,000 compounds, 0.3% hits; in the data active = activation above about 7.5%;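 also: 0% = vehicle and 100% = reference activator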
NRP1-CendR mod – modulators of CendR peptide binding to human neuropilin-1 | inhibition, % at 25 µM | AID 602438 | FAM-RPARPAR peptide binding to NRP-1, fluorescence polarization | 360,000 compounds, 0.85% hits | O14786;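 active = inhibition or corrected inhibition above about 18%, plus a signal ratio from 0.5 to 1.5, limit read from the data, passing the limit was not always enough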; also: strong numbers were not always called active
Target sequence (O14786 whole entry, looked up): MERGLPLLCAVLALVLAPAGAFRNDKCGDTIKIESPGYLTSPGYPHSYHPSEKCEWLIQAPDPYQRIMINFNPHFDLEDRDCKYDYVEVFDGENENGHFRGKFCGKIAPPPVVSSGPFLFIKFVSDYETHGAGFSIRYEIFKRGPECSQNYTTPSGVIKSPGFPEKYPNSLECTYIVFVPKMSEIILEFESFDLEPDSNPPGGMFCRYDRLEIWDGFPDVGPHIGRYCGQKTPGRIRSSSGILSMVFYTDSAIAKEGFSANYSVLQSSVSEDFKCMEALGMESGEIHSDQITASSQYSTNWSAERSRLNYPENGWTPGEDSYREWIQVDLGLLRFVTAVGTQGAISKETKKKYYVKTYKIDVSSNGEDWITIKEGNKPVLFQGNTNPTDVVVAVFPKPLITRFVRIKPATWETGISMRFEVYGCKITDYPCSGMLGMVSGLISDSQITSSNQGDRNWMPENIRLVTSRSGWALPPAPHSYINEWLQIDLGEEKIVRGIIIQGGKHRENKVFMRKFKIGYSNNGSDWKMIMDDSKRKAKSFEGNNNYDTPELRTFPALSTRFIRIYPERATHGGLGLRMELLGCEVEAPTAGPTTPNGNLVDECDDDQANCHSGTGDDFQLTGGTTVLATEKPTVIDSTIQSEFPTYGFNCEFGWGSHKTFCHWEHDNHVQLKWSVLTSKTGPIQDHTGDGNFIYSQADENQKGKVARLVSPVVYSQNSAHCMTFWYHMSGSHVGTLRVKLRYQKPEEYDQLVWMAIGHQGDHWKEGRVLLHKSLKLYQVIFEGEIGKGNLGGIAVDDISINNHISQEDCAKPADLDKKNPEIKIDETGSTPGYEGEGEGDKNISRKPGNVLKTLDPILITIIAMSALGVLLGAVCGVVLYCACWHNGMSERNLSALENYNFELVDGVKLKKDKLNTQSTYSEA
eLon inh – inhibitors of E. coli Lon protease; 360,000 compounds, 0.42% hits; P0A9M0; AID 602123; purified E. coli Lon protease, fluorescence polarization; inhibition, % at 7.94 µM; in the data active = inhibition above about 13%, passing the limit was not always enough;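 also: 0% = enzyme with probe and DMSO and 100% = no enzyme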
MT1-MMP act inh – inhibitors of human MT1-MMP activation; P50281; HT1080 RFP-PRO-GFP cells, GFP/RFP ratio fluorescence, overnight; percent of plate control window, DMSO zero; GFP/RFP ratio change, % at 20 µM; 360,000 compounds, 0.061% hits; AID 651647;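 active = GFP/RFP ratio change of at least 30% with cell ATP level not reduced by more than half and red fluorescence within 50% of control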; also: strong numbers were not always called active
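Test system: HT1080 cells expressing an RFP-PRO-GFP fluorescent reporter construct / Compound dosing: single-point 20 µM compound, 1% DMSO / Schedule: cells overnight before dosing, compound overnight, 37 °C, 5% CO2 / Evaluation: GFP/RFP fluorescence ratio / Control set: DMSO and RFP-L50D-GFP cell wells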
Neddylation inh – inhibitors of human cullin neddylation. P61081+Q13564. TR-FRET cullin neddylation, biochemical. calls only at 25 µM. 360,000 compounds, 0.58% hits. AID 651699; in the data active = inhibition above about 36%
* = called active by the depositor; i = inactive; / = no result given. Some of the compounds tested; the hit share may differ from the screen's.

Screens in order – Neddylation inh, eLon inh, PABP1 MLLE inh, NRP1-CendR mod, SKN-1 inh, FAS TE block, MT1-MMP act inh, bovine MsrA act, Rin1-Abl PPI inh
1) COc1cc(CC2(CCc3ccncc3)C(=O)N(C)C(=O)N(C)C2=O)cc(OC)c1OC
    i, 7, 0, 5, 3, -1, 1, 0, 2
2) CCCNC(=O)N1CCC2(CC1)OCCO2
    i, -12, 7, 0, -5, -13, 5, -13, -4
3) COc1cc2c(c(OC)c1OC)-c1ccc(O)cc1[C@@H](NC(C)=O)CC2
    i, -19, -4, -4, -16, -2, 21, -11, 0
4) O=C1NC(=O)N(c2ccccc2)C(=O)/C1=C\c1ccccc1[N+](=O)[O-]
    i, -1, 23, -3, -3, -2, -2, -2, 0
5) CCCCCn1c(=O)c(C(=O)Nc2ccccn2)c(O)c2ccccc21
    i, -3, -4, 8, 1, 16, -18, -3, -1
6) Cc1ccc(N(C)C(=O)Oc2cccc3cccnc23)cc1
    i, -2, 13, -17, -12, -5, -4, -3, 0
7) C1CN(P2(N3CC3)=NP(N3CC3)(N3CC3)=NP(N3CC3)(N3CC3)=N2)CCO1 (stereo not given)
    i, 14, -2, -4, 11, -8, 1, 2, -1
8) N#Cc1c(/N=C/C2C(=O)NC(=S)NC2=O)sc2c1CCCC2
    i, -7, -11, -54, 25, -7, -10, -1, 2
9) CCOC(=O)CC(NC(=O)C(Cc1ccc(N(CCCl)CCCl)cc1)NC(C)=O)C(=O)OCC (stereo not given)
    i, -4, 12, 4, 8, -1, -1, -3, 4
10) CC1CCN(C(=O)C(C)Cl)CC1 (stereo not given)
    i, -10, -7, 5, 6, -8, 0, -4, 1
11) Cn1c(=O)cc(OCC(=O)N2CCN(Cc3ccc4c(c3)OCO4)CC2)c2ccccc21
    i, -4, -6, 9, -19, 0, -3, 2, 4
12) COC(=O)C1=C(c2c(C)noc2C)C[C@@H]2CC[C@H]1N2C(=O)N1CCCC1
    i, 0, -10, 20, 6, -14, 3, 0, -1
13) COC(=O)C1=C(c2c(C)noc2C)C[C@@H]2CC[C@H]1N2C(=O)NCC1CC1
    i, 6, 0, 12, 3, -12, 3, -13, 1
14) CCCCC1(CCO)C(=O)NC(=S)NC1=O
    i, 3, 26, 10, 20, -4, -3, -2, 0
15) N#Cc1ccc(N2CCNCC2)c(F)c1
    i, -2, -2, 18, -20, -6, -3, 1, -1
16) Cc1cc(=O)n(-c2ccccc2)n1-c1ccccc1
    i, -13, -6, 2, 2, -9, -3, -3, 1
17) Cc1cc(OCC(=O)NCc2cccnc2)c2c3c(c(=O)oc2c1)CCCC3
    /, 1, -4, 18, -9, -1, 1, -4, 2
18) NCC(O)c1cc(O)c(O)cc1F (stereo not given)
    i, -9, -5, 5, -9, -2, 4, -8, 2
19) O=C(Nc1ccccc1)N1Cc2ccccc2-n2nncc2C1
    i, 1, 5, 1, 2, -3, 0, -6, -1
20) CN1CCC(N(C)c2ccc(C(N)=O)cc2[N+](=O)[O-])CC1
    i, -9, 8, 5, 1, -6, 0, -1, -4
21) N#Cc1ccc(NC(=S)N2Cc3ccccc3-n3nncc3C2)cc1
    i, -3, -89, -11, -22, -8, -2, -3, 0
22) COC1=CC2[C@@H]3Cc4ccc(OC)c(O)c4[C@]2(CCN3C)CC1=O (stereo not given in full)
    i, -14, 9, -9, 8, -3, -5, -10, 3
23) O=C1NC(=O)C(=Cc2ccc(-c3ccc(S(=O)(=O)N4CCOCC4)cc3)o2)C(=O)N1
    i, -13, 15, -46, 1, -10, 1, -3, 0
24) O=c1[nH]c(=O)n(-c2cccc3ccccc23)c(O)c1/C=N/N1CCCCC1c1cccnc1 (stereo not given)
    i, -47, -122, -129, 8, -6, -17, -9, -2
25) CS(=O)(=O)c1ccc(C2=C(CNC(=O)c3ccc([N+](=O)[O-])cc3)[C@H]3CC[C@@H](C2)N3Cc2ccccc2)cc1
    i, -6, 8, 4, 9, 16, 0, 4, -1
26) Fc1ccccc1CN1CCN(c2ccc(Cl)cc2)CC1
    i, -2, 6, -2, -18, 16, 1, -2, 0
27) COc1ccc(-n2nnnc2C(C2CC2)N2CCC3(CC2)C(=O)NCN3c2ccccc2)cc1 (stereo not given)
    i, -11, 0, 8, 5, 5, 0, -2, 0
28) Cc1cc(OCc2ccc([N+](=O)[O-])cc2)c2c3c(c(=O)oc2c1)CCCC3
    i, -18, -9, -8, 2, 18, 2, 0, 0
29) O=C(c1cc(-c2ccccc2)nc2ccccc12)N1CCC2(CC1)OCCO2
    i, -8, -8, 6, -14, -3, -5, -4, -1
30) CC(Cc1ccsc1)NCc1cn[nH]c1-c1ccc(F)cc1F (stereo not given)
    i, -6, -12, -16, -4, -3, -1, -1, -6
31) FC(F)(F)c1ccccc1CNCCc1c[nH]c2ccccc12
    i, 8, -1, 4, 3, 2, 2, -2, 4
32) COc1ccccc1NC(=O)c1cn(CCC#N)nc1-c1cccc(Cl)c1
    i, -2, -2, 17, 1, 7, 5, -1, 0
33) COc1ccc(C(C)=O)cc1CC(C(=O)c1ccc(C)c(C)c1)N(C)C (stereo not given)
    i, -23, 1, 2, 4, -6, -8, -2, -3
34) Nc1c(Br)cc([N+](=O)[O-])cc1[N+](=O)[O-]
    i, -3, 4, 0, 13, 0, 0, -4, 1
35) Cn1c(O)c(C=NC2CCCCCC2)c(=O)[nH]c1=S
    i, -10, -13, -8, -2, 2, 5, -3, 1
36) CC(N)Cc1c[nH]c2ccc(O)cc12 (stereo not given)
    i, 9, -13, -14, 25, -3, 0, -2, -5
37) CC(C)(C)C(=O)C(Oc1ccc(Cl)cc1)n1cncn1 (stereo not given)
    i, 11, -5, 9, -7, -4, -5, -7, -3
38) O=C(NC(Cc1cnc[nH]1)C(=O)O)c1ccccc1 (stereo not given)
    i, 4, 13, -12, 1, -6, 0, -2, -3
39) CC(C)c1ccccc1OCC(=O)N1CCCN(C)CC1
    i, 0, -1, 16, 12, -5, -1, 6, 1
40) COc1ccccc1CN1CCNCC1
    i, -4, 6, -11, -8, -7, 0, -3, -3
41) CC(C)(C)N1CC(C(=O)c2ccccc2)C1c1ccccc1 (stereo not given)
    i, 5, 4, 3, 13, 3, -4, -4, 2
42) COc1cc(/C=C/C(=O)c2c(O)n(CCc3ccccc3)c(=O)[nH]c2=O)ccc1O
    i, -66, -130, -126, -9, -4, -26, -2, -3
43) c1ccc(CCN2CCC(N3CCN(c4ccccc4)CC3)CC2)cc1
    i, -3, 14, 2, 9, -6, 12, -1, 0
44) CCCC1C(C#N)=C(N)Oc2c1c(=O)oc1ccccc21 (stereo not given)
    i, -7, 5, 0, 8, -6, -1, 7, 1
45) CC(C)CCn1c(=O)c(C(=O)NCc2ccco2)c(O)c2ccccc21
    i, 9, 3, -9, 16, 2, 5, -9, -1
46) Cc1cccc(C)c1OC(=O)Cc1ccccc1
    i, -6, 2, 1, -11, 10, 1, -5, 2
47) CCN(CC)P(=O)(Oc1cccc(C)c1)N(CC)CC
    i, 6, -5, -3, -18, -4, -7, -2, -2
48) CNC(=O)O/N=C(\C)Cc1nnn(-c2cc(C)on2)n1
    i, 1, 5, 2, 3, -7, -1, -4, 0
49) Cc1ccc2n1Cc1cnnn1-c1ccccc1-2
    /, 3, 7, 10, -8, -1, 1, 1, -1
50) COc1ccc(-n2c(O)c(C=NCCN(C)C)c(=O)[nH]c2=O)cc1
    i, 1, -6, -4, -3, -4, -1, -2, 2
51) CCOP(=O)(OCC)C(NC(=O)c1ccc(C)cc1)=C(Cl)Cl
    i, -6, 17, 0, 4, 7, -1, -5, 0
52) CC(C(=O)c1ccc2ccccc2c1)N1CCCCC1 (stereo not given)
    /, 7, 4, -4, -4, -7, 0, 0, 1
53) Cc1c(N=Cc2c(O)n(CCc3ccc(F)cc3)c(=O)[nH]c2=O)c(=O)n(-c2ccccc2)n1C
    i, -2, 1, -6, 3, 1, 4, -3, 1
54) CCOC(=O)[C@]12Cc3ccc4ccccc4c3[C@H]1N(Cc1ccccc1)C(=O)c1ccccc12
    i, -3, /, -1, 13, 46, 2, -1, /
55) CCOP(=O)(OCC)C(O)c1ccc(N(C)C)cc1 (stereo not given)
    i, 5, -4, 8, -10, -4, 0, -3, -1
56) CN1CCN(Cc2ccc3ccccc3c2)CC1
    i, 1, 4, 12, 30, -7, 3, -2, 3
57) c1ccc2c(c1)cc1ccc3cccc4ccc2c1c34
    /, 18, 31, -2, 12, 7, -24, -4, 2
58) CCOC(=O)c1cccc(C2=C(CNC(=O)c3cccnc3)[C@H]3CC[C@@H](C2)N3Cc2ccccc2)c1
    i, 7, 10, -2, 2, -9, 11, -8, -1
59) O=C(C(=O)N1CCOCC1)c1cn(Cc2ccccc2Cl)c2ccccc12
    i, -12, -7, 8, 4, 1, -4, -4, -1
60) CN(C)c1ccc(C(=O)c2ccc(N(C)C)cc2)cc1
    i, -1, -1, -4, 42*, 8, -7, -8, 1

Additional structures follow.
Screens in order – Neddylation inh, eLon inh, PABP1 MLLE inh, NRP1-CendR mod, SKN-1 inh, FAS TE block, MT1-MMP act inh, bovine MsrA act, Rin1-Abl PPI inh
61) Cc1cc(Oc2ccc(C(F)(F)F)cc2[N+](=O)[O-])c2c3c(c(=O)oc2c1)CCCC3
    i, 11, 8, 16, -1, 28, 0, -9, -3
62) C#C[C@]1(O)CCC2C3CCC4=C/C(=N/OCC(=O)NC(C)C(=O)NC(CCSC)C(=O)O)CC[C@]4(C)C3CC[C@@]21C (stereo not given in full)
    i, 6, 2, 5, 5, 0, 3, 2, 1
63) COc1cc2c(c(OC)c1OC)-c1ccc(C(=O)O)cc1[C@@H](NC(C)=O)CC2
    i, -3, 6, 2, 1, -14, -2, 19*, 1
64) CN1CN(c2ccccc2)C2(CCN(CCCSc3ccccc3NC(=O)/C=C/c3ccccc3)CC2)C1=O
    i, -10, -10, 11, 12, 14, -15, -3, -2
65) CC1C(OC(=O)CCC(=O)NC(C)(C)CO)O[C@H]2OC3(C)CC[C@H]4[C@H](C)CCC1C24OO3 (stereo not given in full)
    i, -7, -13, -20, 13, -1, -32, -1, 2
66) O=C1NC(=O)N(Cc2ccco2)C(=O)/C1=C/C=C/c1ccco1
    i, -104, -86, -211, 9, -2, -14, -3, 2
67) CCC(=NC(C)c1ccccc1)c1c(O)[nH]c(=O)[nH]c1=O (stereo not given)
    i, 21*, -9, 8, -13, -3, -1, -11, 1
68) O=C(NCc1cccnc1)C(Cl)(Cl)Cl
    i, -7, 16, 5, 3, -13, 2, -4, 1
